Anthrax LF inh2: anthrax lethal factor protease inhibition; 0.12% of 360,000 active; multiplex microsphere protease cleavage assay, LF; inhibition, % at 10 µM; note: plate controls were buffer without enzyme for full effect and enzyme alone for no effect
Target sequence (P15917 whole entry, looked up): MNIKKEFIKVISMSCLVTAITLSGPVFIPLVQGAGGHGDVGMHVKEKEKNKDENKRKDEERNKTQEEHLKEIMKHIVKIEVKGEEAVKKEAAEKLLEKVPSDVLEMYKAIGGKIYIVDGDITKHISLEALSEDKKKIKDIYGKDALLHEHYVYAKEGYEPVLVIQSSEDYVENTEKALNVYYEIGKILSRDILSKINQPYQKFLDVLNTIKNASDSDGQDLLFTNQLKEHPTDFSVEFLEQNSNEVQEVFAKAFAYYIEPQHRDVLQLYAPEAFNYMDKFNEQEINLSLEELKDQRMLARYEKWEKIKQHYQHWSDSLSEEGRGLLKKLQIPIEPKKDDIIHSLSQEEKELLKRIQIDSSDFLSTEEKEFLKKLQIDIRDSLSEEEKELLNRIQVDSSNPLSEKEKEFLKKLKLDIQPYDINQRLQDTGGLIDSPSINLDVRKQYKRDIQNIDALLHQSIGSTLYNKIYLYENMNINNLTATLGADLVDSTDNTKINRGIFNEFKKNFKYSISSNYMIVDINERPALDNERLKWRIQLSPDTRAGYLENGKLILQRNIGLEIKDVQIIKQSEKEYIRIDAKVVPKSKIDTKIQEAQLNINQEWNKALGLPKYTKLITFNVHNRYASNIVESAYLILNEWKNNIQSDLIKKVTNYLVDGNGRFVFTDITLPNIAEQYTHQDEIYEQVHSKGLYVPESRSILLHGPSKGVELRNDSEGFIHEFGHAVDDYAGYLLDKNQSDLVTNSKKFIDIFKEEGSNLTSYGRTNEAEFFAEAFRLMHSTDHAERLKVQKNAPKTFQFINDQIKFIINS
MazF activator: increases E. coli MazEF RNase cleavage of RNA; P0AE70; AID 504720; 0.32% of 350,000 active; activation, % at 20 µM; FAM/BHQ RNA-DNA oligo cleavage fluorescence, 5 h; in the data active = activation above about 50%
Target sequence (P0AE70 whole entry, looked up): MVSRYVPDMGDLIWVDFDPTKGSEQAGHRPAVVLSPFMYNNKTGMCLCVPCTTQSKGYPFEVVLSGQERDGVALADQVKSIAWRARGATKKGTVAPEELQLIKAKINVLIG
BoNT F protease: inhibitors of Botulinum neurotoxin F light chain protease | Multiplex microsphere protease cleavage assay, flow cytometry | AID 588497 | 0.22% of 360,000 active | inhibition, % at 10 µM; in the data active = inhibition above about 35%, passing the limit was not always enough; inconclusive = no clear call, values can overlap the other calls; note: plate controls were buffer without enzyme for full effect and enzyme alone for no effect
DUSP3 inh: blocks human VHR1 dual specificity phosphatase; P51452; recombinant VHR phosphatase, pNPP absorbance; inhibition, % at 13.3 µM; 0.52% of 290,000 active; AID 1654; in the data active = inhibition above about 50%; note: some compounds called inactive have numbers as strong as hits
Target sequence (P51452 whole entry, looked up): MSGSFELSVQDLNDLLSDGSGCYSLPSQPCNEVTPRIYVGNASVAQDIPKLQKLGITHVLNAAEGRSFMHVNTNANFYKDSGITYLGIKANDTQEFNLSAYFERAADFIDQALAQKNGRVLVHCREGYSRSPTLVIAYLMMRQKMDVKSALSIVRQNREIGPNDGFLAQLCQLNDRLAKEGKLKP
CCHFV vOTU inh: blocks the CCHF virus ovarian tumor domain protease; CCHFV vOTU protease, Pep-AMC fluorescence; inhibition, % at 11.5 µM; 0.55% of 370,000 active; AID 651958; in the data active = inhibition above about 30%; note: 0% = vehicle wells with enzyme and 100% = no enzyme wells
Rv3671c protease: inhibitors of M. tuberculosis serine protease Rv3671c; 0.048% of 320,000 active; inhibition, % at 5.96 µM; in the data active = inhibition above about 38%;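 note: extracellular domain of Rv3671c used as enzyme; 0% = enzyme with DMSO and 100% = no enzyme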
SARS 3CLpro inh: SARS-CoV 3CLpro protease inhibition; P0C6X7; recombinant SARS-CoV 3CLpro, quenched FRET peptide cleavage; inhibition, % at 6 µM; 0.14% of 290,000 active; AID 1706; in the data active = inhibition above about 12%
PriA SSB inh: blocks PriA binding to SSB C-terminal tail | 0.6% of 430,000 active | AID 1272365 | inhibition, % at 33 µM | AlphaScreen SSBct-PriA binding, biotinylated peptide; in the data active = inhibition mostly above about 37%, no sharp cut-off; inactive = mostly below about 20%;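 note: plate controls were negative control peptide for no effect and reference peptide for full effect; strong numbers were not always called active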
BoNT A protease: inhibitors of Botulinum neurotoxin A light chain protease; multiplex microsphere protease substrate cleavage, flow cytometry; inhibition, % at 10 µM; 0.17% of 360,000 active; note: plate controls were buffer without enzyme for full effect and enzyme alone for no effect
PrPC surface inh: cell surface PrPC inhibition, primary TR-FRET screen; P04156; AID 720596; TR-FRET read-out; inhibition, % at 13.8 µM; 0.43% of 370,000 active; in the data active = inhibition above about 24%; note: 0% = median of the test wells and 100% = reference compound wells
The depositor's hits bear a star; i = inactive; ? = inconclusive; · = not tested or not shown; & = joins results of further samples. Cut-off read from the data, not from the text of the source, unless noted: active = inhibition above about 30%; inconclusive = no clear call, values can overlap the other calls; inactive = below that. These rows are one share of the data; count on the stated rates, not on these rows.

SMILES | Anthrax LF inh2 | MazF activator | BoNT F protease | DUSP3 inh | CCHFV vOTU inh | Rv3671c protease | SARS 3CLpro inh | PriA SSB inh | BoNT A protease | PrPC surface inh
COCc1cc(C)c2c(N)c(C#N)sc2n1 | 0 | -1 | -7 | 7 | -18 | -2 | 6 | -10 | -0.5 | 3
CC1CC(C(O)c2ccccn2)C(=O)C(C(O)c2ccccn2)C1 (centres undefined) | 4 | -2 | 5 | · | 18 | · | · | -8 | 0.0 | 7
CCOc1ncccc1C(=O)N(C)CC(=O)Nc1ccc(F)cc1 | 0 | 2 | -4 | 60* | -9 | -1 | 4 | 0 | -0.7 | 2
Cc1ccc(OCCOCCN2CCN(C)CC2)c(C(C)(C)C)c1 | -19 | 16 | -14 | 4 | -16 | 2 | 2 | -2 | -0.1 | 3
Cc1noc(C)c1S(=O)(=O)N1CCC(C(=O)NCCN2CCC(C)CC2)CC1 | 0 | -1 | -14 | 8 | 1 | -1 | -6 | -8 | -0.8 | 2
O=c1c(N2CCOCC2)nsnc1N1CCOCC1 | -1 | 0 | -4 | 8 | 4 | -6 | 2 | 0 | 0.0 | 1
CCCCN1C(=O)C(CC(=O)NCC2CCCCC2)CC(C(=O)N(C)C)=C1C (centres undefined) | -9 | 6 | -12 | · | 5 | · | · | · | -0.8 | 4
CCn1nc(C(=O)Nc2ccc3c(c2)OCCO3)c2ccccc2c1=O | -5 | -3 | -4 | · | 3 | · | · | · | 1.1 | 3
CC(=O)NCCC(=O)N(C)CC1CCN(CCc2cccc(C(F)(F)F)c2)CC1 | 2 | 5 | ? | 74 | -12 | · | -4 | -26 | -8.8 | -3
O=C(NCc1ccco1)c1ccc(C(=O)NCc2ccco2)cc1 | -7 | 2 | -3 | · | 11 | · | · | -10 | -0.2 | -3
Cc1ccc(C)c(NC(=O)CN(C)C(C)C(=O)N2CCCC2)c1 (centres undefined) | -8 | -16 | -10 | · | -8 | 0 | · | -8 | -0.4 | 0
Cc1ccc(S(=O)(=O)N2CCC(=O)N(CCOCc3cccc(F)c3)CC2)cc1 | -7 | 3 | -4 | 4 | 14 | 4 | 1 | -21 | 0.3 | -2
COc1cccc(CN(C(=O)c2ccco2)C(C(=O)NC2CCCC2)c2cccnc2)c1 (centres undefined) | 1 | 11 | 0 | 29 | -1 | 3 | -6 | 13 | 0.3 | 1
CCc1ccc(NC(=O)c2ccccc2SC)cc1 | -6 | 13 | -4 | 13 | -9 | 1 | 1 | -6 | -0.8 | 6
COc1ccc(C(=O)NNC(=S)NC(=O)c2ccc(F)cc2)cc1Br | 2 | 0 | -9 | · | -2 | 10 | · | -3 | -1.1 | 8
NC(=O)C1CCN(C(=O)c2ccc3c(c2)S(=O)(=O)c2ccccc2C3=O)CC1 | -3 | -15 | -12 | 2 | 2 | -13 | 0 | -5 | -6.3 | -73
CCC[C@H]1COCCS(=O)(=O)N1Cc1ccccc1 | 3 | 5 | 5 | 17 | 12 | -8 | 1 | -14 | 0.0 | -1
Cc1nn(C(=O)c2ccco2)c(C)c1Br | -4 | -1 | -7 | 0 | 2 | -6 | 0 | -10 | -0.6 | 3
O=C(O)CSc1nnc(COc2cccc3cccnc23)n1-c1cccc(C(F)(F)F)c1 | · | -5 | · | 32 | -5 | -1 | -1 | -4&-14 | · | -3
CCn1c(-c2cc(OC)c(OC)c(OC)c2)n[nH]c1=S | -1 | -6 | -6 | 8 | -4 | 0 | -4 | -18 | 0.0 | -1
CC1S/C(=N/N=C/c2ccco2)NC1=O (centres undefined) | 1 | 0 | 6 | 17 | 15 | -5 | 2 | · | 0.7 | -1
CCCC1C2CN(C(C)C)CC=C2C(C#N)=C(N)C1(C#N)C#N (centres undefined) | 2 | -33 | -6 | 10 | -30 | 8 | -4 | -1 | 1.1 | -32
CCC(c1nnnn1-c1c(C)cccc1C)N1CCN(c2ccccn2)CC1 (centres undefined) | -3 | · | -4 | · | -3 | · | · | · | -0.9 | -3
CC(=O)N1CCN(S(=O)(=O)c2cccc(C(=O)OCc3ccc(F)cc3)c2)CC1 | -7 | 1 | 5 | · | 0 | · | · | · | 0.1 | 11
Cc1ccc(S(=O)(=O)NC2=NCN(CCN3CCOCC3)CN2)cc1 | -11 | 4 | -11 | 25 | -10 | 3 | 0 | 3 | -0.6 | -3
Next part:
SMILES | Anthrax LF inh2 | MazF activator | BoNT F protease | DUSP3 inh | CCHFV vOTU inh | Rv3671c protease | SARS 3CLpro inh | PriA SSB inh | BoNT A protease | PrPC surface inh
C=CCc1cc(C)ccc1OCCCC(C(=O)OCC)C(=O)OCC | 0 | -5 | -31 | -1 | 9 | -6 | -1 | -72 | -2.2 | -7
O=S(=O)(NC1=NCCCCC1)c1ccc2ccccc2c1 | 1 | -3 | -2 | -11 | -4 | 2 | 1 | -4 | -0.4 | 4
COc1ccc(CNC(=O)CN(C(=O)CCC(=O)Nc2ccccn2)c2cccc(C)c2)cc1 | 0 | -3 | -6 | 13 | 5 | 14 | 4 | -15 | -0.9 | 0
CCOc1cccc(/C=N/NC(=O)c2cc(C3CC3)[nH]n2)c1O | -4 | 6 | 0 | 9 | 17 | -6 | 1 | · | 0.6 | 4
N/C(=N\O)c1cn(Cc2ccccc2Cl)c2ccccc12 | -12 | 8 | -17 | 10 | 9 | 8 | 2 | · | -0.5 | 1
COC(=O)c1c(NC(=O)COC(=O)CNC(=O)c2ccco2)sc(C)c1C | -2 | 4 | 3 | -28 | 7 | -3 | -2 | 6 | 1.0 | 1
O=C(COC(=O)c1ccc[nH]c1=O)NCCC1=CCCCC1 | -2 | 3 | 2 | · | 19 | -3 | · | -13 | -0.2 | 6
Cc1ccc2nc(-c3cccc(Cl)c3)c(Cc3ccccc3)n2c1 | 2 | · | 8 | · | 5 | · | · | · | 0.6 | 0
CCCCNc1nnc(SCC(=O)c2c(N)n(C3CC3)c(=O)[nH]c2=O)s1 | 3 | 5 | 6 | · | 11 | -5 | · | -1 | 0.1 | 6
CCOC(=O)C1=C(COC(=O)C2CC(=O)N(c3ccc(C)cc3)C2)NC(=O)NC1C (centres undefined) | · | -1 | · | · | 8 | -3 | · | -13 | · | -5
Cc1ccc(NS(=O)(=O)c2c(C)[nH]c(C)c2C(=O)N2CCCCC2)c(Cl)c1 | -1 | 7 | 1 | 22 | -1 | 6 | 1 | -1 | 1.3 | 2
COc1ccc(N=Cc2cccc(C)c2O)cc1Cl | -1 | -4 | -17 | 22 | 14 | 0 | -2 | -16 | -1.2 | -3
CC(C)=CCCC1=CCC(/C=N/NC(N)=O)C(C)C1 (centres undefined) | 2 | -1 | -9 | -6 | -2 | -3 | 4 | · | 0.4 | 0
S=C(c1ccc2c(c1)OCO2)N1CCCCCC1 | -5 | -9 | -10 | 18 | -8 | 7 | 3 | -2 | 0.3 | -2
CCCn1nc(C(=O)NCCN2CCOCC2)c2ccccc2c1=O | -5 | -4 | 5 | 14 | -6 | 4 | -4 | -8 | 1.0 | -4
COc1ccc(C(=O)N2CCCCC2)cc1S(=O)(=O)Nc1ccccc1 | -2 | -8 | -2 | 19 | 0 | -4 | 4 | -4 | 1.8 | 5
CCOC(=O)c1ccc(N2C(=O)C3C(/C=C/c4ccccc4)OC4(C(=O)c5ccccc5C4=O)C3C2=O)cc1 (centres undefined) | -3 | 4 | -13 | -10 | -17 | -12 | 5 | -11 | -1.8 | -2
CCOC(=O)c1ccc(NC(=O)CSc2nc3sc(C(=O)O)c(C)c3c(=O)[nH]2)cc1 | -1 | -6 | -4 | 14 | 3 | -3 | 5 | -11&-4 | -0.4 | 9
O=C(CC[C@H]1O[C@@H](n2cnc3c(NC(=O)c4ccccc4)ncnc32)[C@H](O)[C@@H]1O)NCc1ccc(OC(F)(F)F)cc1 | -2 | · | -2 | · | 7 | · | · | · | -0.5 | -4
COc1ccc(OC)c2[nH]c(=O)c(CCNC(=O)c3cccs3)cc12 | -2 | 5 | -2 | 10 | 1 | 6 | 0 | -7 | -0.4 | 9
COc1ccc(CCNC(=O)C2CC(=O)N(c3ccc(C)cc3)C2)cc1 (centres undefined) | -2 | 10 | -8 | 12 | -3 | -1 | -2 | -13 | 1.5 | 2
CCCN(CCC)Cc1c(C(=O)N/N=C/c2ccncc2)nnn1-c1nonc1N | 18 | 6 | 14 | 10 | -10 | 1 | -1 | · | -0.9 | -1
CCN(CC)S(=O)(=O)c1ccc(OC)c(NC(=O)CSc2cc(Cl)ccc2Cl)c1 | -2 | 0 | -1 | 4 | -13 | -35 | 3 | -18 | -0.7 | -3
CC1(CC(=O)N/N=C/c2ccc(OCc3ccc(Cl)cc3Cl)cc2)OCCCO1 | 0 | 2 | -5 | 15 | 19 | -11 | 0 | · | -0.3 | -1
O=c1[nH]c2ccccc2nc1/C=C/c1ccccc1 | 12 | -6 | 2 | 17 | -27 | -1 | 3 | -2 | 16 | -6

The closing four entries of the part above come first, to join the parts:
SMILES | Anthrax LF inh2 | MazF activator | BoNT F protease | DUSP3 inh | CCHFV vOTU inh | Rv3671c protease | SARS 3CLpro inh | PriA SSB inh | BoNT A protease | PrPC surface inh
CCCN(CCC)Cc1c(C(=O)N/N=C/c2ccncc2)nnn1-c1nonc1N | 18 | 6 | 14 | 10 | -10 | 1 | -1 | · | -0.9 | -1
CCN(CC)S(=O)(=O)c1ccc(OC)c(NC(=O)CSc2cc(Cl)ccc2Cl)c1 | -2 | 0 | -1 | 4 | -13 | -35 | 3 | -18 | -0.7 | -3
CC1(CC(=O)N/N=C/c2ccc(OCc3ccc(Cl)cc3Cl)cc2)OCCCO1 | 0 | 2 | -5 | 15 | 19 | -11 | 0 | · | -0.3 | -1
O=c1[nH]c2ccccc2nc1/C=C/c1ccccc1 | 12 | -6 | 2 | 17 | -27 | -1 | 3 | -2 | 16 | -6
Fc1ccccc1-n1cc(-c2ccccc2)[nH]c1=S | 2 | 4 | -4 | 14 | -7 | 6 | -3 | 14 | -0.4 | 2
Cc1cccc(NC(=O)C2CCN(c3ncnc4c3nc3n4CCCCC3)CC2)n1 | -2 | 0 | 2 | 23 | -2 | -10 | 5 | 5 | 2.0 | 8
CC(C)Oc1cccc(C(=O)NC(=S)Nc2cccc(C(F)(F)F)c2)c1 | -3 | -11 | -12 | 0 | 3 | -14 | 1 | -13 | -0.8 | 1
O=C(CSc1ncn[nH]1)N1CCOCC1 | 0 | 6 | -2 | 8 | 13 | 2 | 2 | -11 | -0.8 | 7
CCOc1ccc(S(=O)(=O)NCc2ccc3c(c2)OCO3)cc1NC(C)=O | 4 | 3 | ? | 11 | -7 | -1 | 0 | -13 | 1.6 | -7
Oc1ccc(Cl)cc1C=NN1CCCCCC1 | -8 | 6 | -11 | · | -3 | · | · | 0 | -0.8 | 0
CCN(CC)C(=O)C(C)N(C#N)c1nc(NC(C)C)nc(NC(C)C)n1 (centres undefined) | -9 | 5 | 6 | -17 | 1 | -9 | -2 | -4 | 1.4 | 0
COc1ccc(C(=O)NC(NC(=O)c2ccc(OC)cc2)c2ccccc2F)cc1 | 2 | 7 | -11 | 17 | -18 | -3 | -1 | -8 | 0.0 | -3
O=C(Cc1cccc2c(=O)cc(-c3ccccc3)oc12)OCCN1CCOCC1 | -3 | · | 6 | · | -4 | · | · | · | -0.4 | -8
CC(C)c1cccc(C(C)C)c1NC(=O)Cn1c(=O)cnc2ccccc21 | 0 | 6 | -2 | -4 | -5 | -5 | -3 | -6 | 0.8 | -7
CC(C)(C)c1[nH]nc2c1C(Cc1ccccc1)C(C#N)=C(N)O2 (centres undefined) | -4 | -1 | -33 | -13 | 8 | 2 | 0 | -1 | -1.1 | 2
CC(C)CC1=NN2C(=N)/C(=C\c3coc4ccccc4c3=O)C(=O)N=C2S1 | 0 | i | -2 | 23 | -1 | · | 0 | -5 | 1.9 | -4
Cc1cc2c(cc1C)N(Cc1ccc(Cl)cc1)C1=NCCCN12 | 15 | 27 | ? | · | -1 | 2 | · | -6 | -6.2 | -9
Cc1ccc2c(c1)CO[C@]21O[C@H](CCO)C[C@H](O)[C@H]1O | -6 | -3 | 3 | · | 3 | · | · | · | -0.3 | -4
O=C(Nc1cccc2c1CCCC2)c1ccc(F)cc1 | -3 | 4 | ? | · | -15 | -4 | · | -10 | -2.0 | 12

Source: PubChem BioAssay
